Screens deposited in PubChem by several laboratories.
GC-A act = GC-A (human) enzyme activation | P16066 | HEK293 GC-A cells, cGMP TR-FRET, EC30 ANP; 0% at EC30 ANP, 100% saturating ANP | activation, % at 10 µM | 370,000 compounds, 0.14% hits; in the data active = activation above about 40%
KLK7 zymogen act = activates the human kallikrein-7 zymogen; P49862; purified proKLK7, EDANS-DABCYL substrate fluorescence; 100% is mature enzyme control, 0% vehicle; activation, % at 7 µM; 370,000 compounds, 0.9% hits;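 active = activation above the mean of all tested compounds plus 3 SD, computed per campaign excluding outliers beyond control limits, cut at about 13% in these data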
hgDAF-12 ag = activates the H. glycines DAF-12 receptor ligand-binding domain; 370,000 compounds, 1.8% hits; AID 687014; HEK293 GAL4-hgDAF12 UAS-luciferase reporter, agonist luminescence; normalized to butyrate control; activation, % at 6.8 µM;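 active = activation above a cutoff set at the mean of all screened compounds plus 3 SD, cut at about 10% in these data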;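 also: 0% = DMSO wells and 100% = sodium butyrate wells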
DAX1 inh-1 = NR0B1 (DAX1) inhibition; inhibition, % at 6.75 µM; HEK293 Gal4-DAX1 luciferase reporter, luminescence; 340,000 compounds, 0.99% hits; AID 504766; P51843;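 active = inhibition above the mean over all tested compounds plus 3 SD, cut at about 4.2% in these data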;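 also: 0% = DAX1-transfected cells with DMSO and 100% = empty-vector control cells with DMSO; inhibition shows as a rise in luminescence from relieved DAX1 repression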
DAX1 inh-2 = DAX1 (NR0B1) inhibition, primary screen; HEK293T StAR-luciferase reporter, SF-1/DAX-1 repression relief; inhibition, % at 6.8 µM; AID 652010; 370,000 compounds, 1.1% hits;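 active = inhibition above the mean over all tested compounds plus 3 SD, cut at about 3.6% in these data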;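 also: 0% = DAX-1 cells with DMSO and 100% = cells lacking DAX-1 with DMSO; higher inhibition means more luminescence from relief of DAX-1 repression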
hcDAF-12 act = H. contortus DAF-12 activation, primary screen; HEK293 hcDAF-12 lit1-tk-luc reporter, luminescence; 0% DMSO, 100% Δ7-dafachronic acid; 370,000 compounds, 1.4% hits; activation, % at 6.8 µM;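 active = activation above the mean of all tested compounds plus 3 SD, cut at about 5.5% in these data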;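 also: 100% = response to 3 µM Δ7-dafachronic acid high control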
GAA850 FXN act = activators of GAA850 frataxin (FXN) promoter; HEK293 lucGAA850 FXN promoter luciferase reporter, 24 h; percent of 10 µM SAHA response; activation, % at 6 µM; 360,000 compounds, 0.56% hits; AID 540364;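 active = activation above the average of all compounds screened plus 3 SD, cutoff fixed separately per campaign, cut at about 7.5% in these data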;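 also: 0% = DMSO wells and 100% = 10 µM SAHA wells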
HGIII-sPLA2 inh = Blocks human group III sPLA2 activity; inhibition, % at 12.2 µM; Q9NZ20; QFRET BODIPY PC-A2 liposome hydrolysis, fluorescence; 370,000 compounds, 0.56% hits; AID 743126;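 active = inhibition above mean plus 3 SD of compounds lying within the high and low control bounds, cut at about 19% in these data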;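 also: 0% = median of test compound wells and 100% = no enzyme DMSO wells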
NPR2 activator = GC-B (human) receptor activation; P20594; HEK293-GC-B cells, CNP EC30, cGMP TR-FRET; 0% at EC30 CNP, 100% saturating CNP; activation, % at 10 µM; 370,000 compounds, 0.11% hits;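 active = activation at 10 µM reaching about 35% in either raw or pattern-adjusted values, limit read from the data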
Target sequence (P20594 whole entry, looked up): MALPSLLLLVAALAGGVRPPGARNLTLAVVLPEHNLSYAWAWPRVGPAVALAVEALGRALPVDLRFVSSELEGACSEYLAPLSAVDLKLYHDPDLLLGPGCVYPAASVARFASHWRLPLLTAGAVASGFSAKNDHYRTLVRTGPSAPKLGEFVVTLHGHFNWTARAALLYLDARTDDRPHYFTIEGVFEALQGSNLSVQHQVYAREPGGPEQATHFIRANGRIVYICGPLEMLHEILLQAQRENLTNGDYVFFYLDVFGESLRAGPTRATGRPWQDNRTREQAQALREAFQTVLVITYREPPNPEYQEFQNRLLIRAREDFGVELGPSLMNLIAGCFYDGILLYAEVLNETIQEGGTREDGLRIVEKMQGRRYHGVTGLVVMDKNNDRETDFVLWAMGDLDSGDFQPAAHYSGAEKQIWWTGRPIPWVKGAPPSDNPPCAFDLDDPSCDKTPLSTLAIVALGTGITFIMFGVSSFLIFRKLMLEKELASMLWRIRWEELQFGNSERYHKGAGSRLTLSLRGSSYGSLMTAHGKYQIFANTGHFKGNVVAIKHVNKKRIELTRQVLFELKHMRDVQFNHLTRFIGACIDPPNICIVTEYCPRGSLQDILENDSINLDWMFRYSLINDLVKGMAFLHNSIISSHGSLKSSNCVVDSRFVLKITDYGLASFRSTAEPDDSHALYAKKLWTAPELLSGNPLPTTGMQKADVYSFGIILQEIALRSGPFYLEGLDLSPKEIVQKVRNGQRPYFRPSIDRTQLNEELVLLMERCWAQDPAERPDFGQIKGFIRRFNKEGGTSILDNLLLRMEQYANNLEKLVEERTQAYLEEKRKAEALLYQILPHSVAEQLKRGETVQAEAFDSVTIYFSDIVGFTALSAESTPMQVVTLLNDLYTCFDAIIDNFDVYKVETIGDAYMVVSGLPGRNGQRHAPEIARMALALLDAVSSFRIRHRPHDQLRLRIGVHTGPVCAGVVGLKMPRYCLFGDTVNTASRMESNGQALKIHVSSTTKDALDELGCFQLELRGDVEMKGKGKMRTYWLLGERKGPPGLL
ssDAF12 agonist = activates DAF-12 receptor from parasite S. stercoralis; HEK293 ssDAF-12/GRIP1 lit1-tk-luc reporter, luminescence; % of 3 µM dafachronic acid response; activation, % at 6.8 µM; 370,000 compounds, 1% hits; AID 652126;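 active = activation above the mean over all tested compounds plus 3 SD, cut at about 0.9% in these data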;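 also: 0% = DMSO-only wells and 100% = 3 µM delta7-dafachronic acid wells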
SMARCA2 activ = activators of SMARCA2 function. MG213 cells, MMTV-luciferase reporter, dexamethasone, overnight. activation, % at 9.1 µM. 370,000 compounds, 1% hits. AID 652017; in the data active = activation above about 7.8%;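 also: 0% = vehicle wells and 100% = reference activator wells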
An asterisk follows results filed as active; . = not tested or not shown.

SMILES	GC-A act	KLK7 zymogen act	hgDAF-12 ag	DAX1 inh-1	DAX1 inh-2	hcDAF-12 act	GAA850 FXN act	HGIII-sPLA2 inh	NPR2 activator	ssDAF12 agonist	SMARCA2 activ
Cc1ccc(C2(c3ccc(C)cc3)NC(=O)N(Cc3c(C)noc3C)C2=O)cc1	-18	-0.2	-1.5	-0.6	0.3	-0.5	1.2	-14	-15	-1.5	-2
Cc1c(OC(C)C(=O)NCC2CCC(C(=O)O)CC2)ccc2c(-c3ccccc3)cc(=O)oc12 (stereo not given)	-2	0.9	7.2	-0.4	0.1	0.8	1.0	-3	-2	-1.6	2
Cc1cc(N2C(=O)C3CC=CCC3C2=O)cc(C)c1Br (stereo not given)	0	0.2	1.3	-0.3	-0.4	-1.7	1.5	-3	3	-1.6	0
COc1cc(/C=C2\N=C(c3ccccc3)NNC2=O)cc(OC)c1OC	-2	0.0	2.5	-2.5	-0.9	0.6	-2.5	-12	-16	-1.5	-2
CCn1cc(C(=O)NCc2cccnc2)c(=O)c2cc(F)c(N3CCN(C(=O)c4ccco4)CC3)cc21	-4	-3.4	-4.7	-2.4	-3.2	-2.4	1.5	-7	0	-2.0	-1
COc1ccc(S(=O)(=O)N(C(=O)c2ccncc2)c2ccc(OC(=O)c3ccncc3)cc2)cc1	-4	-0.2	-0.1	0.1	-0.5	-0.8	2.1	-9	-3	-1.1	4
COC(=O)CC1COc2ccccc2N1S(=O)(=O)c1ccc(OC)cc1 (stereo not given)	-14	-0.7	2.3	-0.8	-0.9	-2.0	-4.7	-7	-4	-1.3	3
Cc1cccn2c(=O)c(/C=N/O)c(NCc3ccccc3)nc12	4	-17	-7.7	-1.1	-0.2	-3.1	4.3	-19	5	-1.8	-4
O=C(C=Cc1ccccc1)N1CCCCC1	0	-0.4	5.4	2.2	5.2*	2.5	4.4	3	-3	-0.5	0
COc1cc(/C(C)=N\NC(=O)CSc2nc3ccccc3n2C)ccc1O	-2	-0.5	7.8	-0.4	-0.6	0.3	1.4	-4	-1	-1.7	-1
Cc1cc(C)cc(C(=O)NC2CC(C)(C)NC(C)(C)C2)c1	-2	-0.1	2.5	0.3	0.5	0.6	1.0	14	3	-0.5	-2
NC(=O)Cn1c(=O)n(CCC(=O)NCCSCc2ccccc2)c(=O)c2ccccc21	-4	0.6	-1.7	-0.7	0.0	-1.1	2.0	4	6	-1.5	-4
O=C(O)C1CCCCN1C(=O)c1ccc(S(=O)(=O)N2CCCCCC2)cc1 (stereo not given)	0	-0.4	0.5	0.0	0.9	-0.2	1.1	1	8	-1.2	-1
CCCC(=O)N1CCC1(C)C(=O)NS(=O)(=O)c1ccc(C(C)(C)C)cc1 (stereo not given)	1	-0.4	-0.3	.	0.1	-0.6	-1.0	0	6	-1.2	5
NC(=O)Cn1cc(C(=O)c2cccs2)c2ccccc21	1	-0.3	0.7	0.9	0.2	-0.5	-1.2	3	-4	-0.7	3
O=C(CCN1C(=O)c2ccccc2C1=O)C1=NN[C@@H]2C(=O)N(c3ccc(F)cc3)C(=O)[C@H]12	1	0.3	-0.9	-0.1	-0.4	-1.6	2.7	-5	2	-1.1	0
Cc1csc(NC(=O)NCC2CCCC(CNC(=O)Nc3nc(C)cs3)C2)n1 (stereo not given)	-1	0.6	-1.1	-0.8	0.2	-1.0	-1.0	-37	-1	-1.2	2
Cc1ccsc1C(=O)NNC(=O)c1cccc(S(=O)(=O)N2CCCC2)c1	2	0.1	0.4	0.2	-0.9	0.7	0.8	-1	-2	-1.2	1
Cc1ccc(CNC(=O)Cn2cnc3c(NCc4ccccc4)ncnc32)o1	1	0.4	1.0	1.2	-0.2	-1.1	-4.2	-1	-3	-0.9	1
Cc1cc(C)cc(OCC(O)CN2CC(C)OC(C)C2)c1 (stereo not given)	2	0.1	-0.7	6.5*	0.5	-0.5	0.9	1	-1	-0.4	-2
O=c1nc2ccccc2c2n1CC(CN1CCN(c3ccc(F)cc3)CC1)N2 (stereo not given)	-8	0.2	-1.2	-1.9	-0.3	-1.4	-0.9	6	-8	-1.3	0
CCOC(=O)N(C)c1c(CC)nc2c(OCc3ccccc3C(=O)OC)cccn12	4	0.4	-2.9	.	-0.3	-0.1	-3.1	8	6	-1.2	-6
CCCNC(=O)c1cccc(Br)c1	-2	-0.4	0.6	-1.1	0.3	-1.6	2.3	1	4	-1.1	-2
CCCCCCCCCc1nc2sc3c(c2c(=O)n1NC(=O)c1ccc([N+](=O)[O-])cc1)CC(C)(C)OC3	1	0.5	3.9	-1.1	-0.6	4.2	-2.3	-13	7	-0.8	3
COc1cc(NC(=O)CSc2nnc3c(n2)[nH]c2ccc(S(=O)(=O)NC(C)C)cc23)cc(OC)c1OC	0	0.1	0.3	1.0	0.2	-2.0	1.3	-10	1	-1.3	-5
CC(Oc1ccccc1)c1ccnc2nc(N3CCOCC3)nn12 (stereo not given)	1	4.0	1.0	-0.2	0.5	1.5	1.6	1	-1	-1.1	-2
Cn1c2ccccc2c2cc(/C=N/NC(=O)c3cc(O)cc(O)c3)ccc21	-1	-2.8	1.8	-0.1	-0.8	-1.9	-1.8	-15	-9	-1.2	-2
COc1ccc(-c2n[nH]c(C)c2-c2ccc(Cl)cc2)c(O)c1	7	-0.1	-1.6	0.0	-0.7	-3.3	-0.5	-19	1	-1.4	-1
CN(C)CCCn1c(N)c(C#N)c2nc3ccccc3nc21	5	121*	-0.6	.	0.7	0.0	1.9	-6	-2	-1.4	1
O=C1N(Cc2cccnc2)C[C@@H]2C[C@@H](c3cccc(Oc4ccccc4)c3)N3CCC[C@@]123	-4	0.5	1.0	-0.4	-0.7	-2.0	0.5	-7	-4	-2.0	-5
CN1CCN(c2nc(-c3ccccc3)nc(-c3ccc(F)cc3)c2C#N)CC1	0	-0.8	0.9	1.8	-0.1	-0.6	0.9	0	-7	-1.2	1
Cc1ccc(N=Nc2c(O)[nH]c3ccc(F)cc23)cc1	-1	0.2	5.7	4.0	0.8	5.1	4.8	-5	-5	-0.2	5
CCOc1ccc(-c2c(C(=O)N/N=C/c3ccc(C)o3)nnn2-c2nonc2N)cc1	1	5.6	-0.1	1.2	-0.3	-2.6	-0.8	-13	4	-1.3	-2
C=C(C)C1CC=C(C)/C(=N/NC(=O)COc2ccccc2Cl)C1 (stereo not given)	1	-0.9	-1.0	-0.5	-0.3	-2.5	-0.9	-5	-5	-1.2	-2
CSc1ncnc2c1ncn2CCCNCc1ccccn1	6	-0.5	-1.0	0.3	0.5	-1.2	-2.4	7	0	-0.4	-4
Cc1cc(C)c2c(=O)n3c(nc2c1)C(Cc1ccccc1)NC(=O)c1cccnc1-3 (stereo not given)	-2	0.0	-2.1	-0.6	1.3	-0.3	2.8	3	0	-0.2	-4
CCOC(=O)/C=C1\CC(=O)Nc2cc(C)c(C)cc2N1	-2	-0.2	-0.8	0.1	-0.2	-1.6	-3.3	3	0	-2.1	-4
c1cc(-c2ccncc2)ccn1	5	0.5	0.9	-0.9	0.1	-1.5	-1.8	11	1	-1.6	-3
O=C(Nc1ccccc1Cl)c1ccc2ccccc2c1	5	-0.2	-2.4	0.5	-0.3	-1.6	0.8	6	-8	-1.6	0
CN(CC(=O)NC1CCN(Cc2ccccc2)CC1)S(=O)(=O)c1ccc2c(c1)c(=O)n(C)c(=O)n2C	3	0.2	3.2	-0.5	0.1	-1.9	0.2	0	-8	-1.9	-5

Two compounds drawn at random from the list so far, as already listed:
SMILES	GC-A act	KLK7 zymogen act	hgDAF-12 ag	DAX1 inh-1	DAX1 inh-2	hcDAF-12 act	GAA850 FXN act	HGIII-sPLA2 inh	NPR2 activator	ssDAF12 agonist	SMARCA2 activ
CCOC(=O)N(C)c1c(CC)nc2c(OCc3ccccc3C(=O)OC)cccn12	4	0.4	-2.9	.	-0.3	-0.1	-3.1	8	6	-1.2	-6
c1cc(-c2ccncc2)ccn1	5	0.5	0.9	-0.9	0.1	-1.5	-1.8	11	1	-1.6	-3

Carrying on.
SMILES	GC-A act	KLK7 zymogen act	hgDAF-12 ag	DAX1 inh-1	DAX1 inh-2	hcDAF-12 act	GAA850 FXN act	HGIII-sPLA2 inh	NPR2 activator	ssDAF12 agonist	SMARCA2 activ
O=C1c2cccc3cccc(c23)C(=O)N1c1ccccc1Cl	-2	46*	-3.9	-0.9	-0.9	-3.3	3.9	-5	5	-1.4	-1
CC(=O)Nc1ccc(NC(=O)COC(=O)c2ccccc2SCC(=O)N2CCCC2)cc1	3	-0.6	1.5	-1.9	-0.5	-1.5	2.9	3	1	-1.2	0
O=C(Cc1cccc(NC(=O)C2CCN(C(=O)C3CCCCC3)CC2)c1)Nc1cccc(C(=O)N2CCCCC2)c1	1	0.8	0.6	-1.2	0.0	-2.1	-0.5	-8	-3	-1.6	-3
O=C(COC(=O)c1cccc(C(F)(F)F)c1)NCc1ccc(Cl)cc1	3	0.1	3.8	1.5	0.1	1.0	-3.1	-5	-1	-1.4	-1
O=Cc1cnc(N2CCN(Cc3ccccc3)CC2)s1	2	0.0	5.8	-0.9	-1.9	-0.1	1.3	-2	-1	-1.1	1
Cn1c(=O)c(C(=O)NNC(=O)c2ccc(Br)cc2)c(O)c2ccccc21	3	0.8	-0.4	4.5*	-0.3	3.6	0.8	12	0	-0.2	-2
CC(C)COc1nc2ccccc2c(=O)n1OCC(=O)O	5	-0.3	0.3	1.8	0.5	-0.2	4.5	1	-10	-0.8	0
CCCc1[nH]nc2c1C(c1c(C)nn(-c3ccccc3)c1Cl)C(C#N)=C(N)O2 (stereo not given)	-17	-0.2	-1.9	0.7	0.4	-1.2	-2.2	-15	-5	-1.2	0
O=C1NCC(NC(=O)C(F)(F)F)c2cc3c(cc21)OCO3 (stereo not given)	4	-0.4	2.4	0.3	1.1	-0.3	2.6	0	1	-0.9	0
C=CCN=c1scc(C)n1/N=C/c1ccc(O)c(O)c1	-20	-23	2.0	3.7	1.8	-0.1	10*	3	-1	-1.1	-1
CC1Cc2ccccc2N1c1ncnc2c1nnn2Cc1ccccc1Cl (stereo not given)	6	-0.9	-0.1	0.8	0.0	-1.4	-0.5	6	5	-1.4	0
CC(C)NC(=O)COC(=O)c1ccccc1C(=O)c1ccccc1	3	0.7	0.0	1.3	0.1	-0.6	-1.8	-3	1	-1.5	0
Cc1ccc(C2=NNC(C(O)C(O)C(O)C(C)O)S2)cc1 (stereo not given)	6	0.7	7.2	1.0	0.9	-0.2	4.6	-1	3	-0.8	7
CCc1nc2c(OCc3ccc(OC)cc3)cccn2c1N(C)C(=O)c1ccc(OC)cc1	1	0.0	-1.5	.	-1.4	-1.9	-2.7	5	-1	-1.4	-3
CC(CCc1ccccc1)NC(=O)CNC(=S)N(Cc1cccs1)C1CCCC1 (stereo not given)	-9	1.2	-4.4	-0.3	-1.1	-1.6	0.9	-1	-3	-1.5	1
Cc1nnc(SCC(=O)NCc2ccco2)n1-c1ccc(F)cc1	-2	0.5	-0.7	-1.2	0.7	-0.9	0.3	2	4	-0.8	4
CN1/C(=C/C=C(C#N)C#N)C=Cc2ccccc21	-6	-0.6	-1.7	-0.2	0.0	-0.2	-9.2	5	-3	-1.4	-2
